Screening results as filed in PubChem.
Mtb RmlCD inh: M. tuberculosis RmlC/RmlD inhibition; P9WH09+P9WH11; RmlC+RmlD coupled enzyme assay, percent inhibition; primary screen in compound mixtures; inhibition, % at 3.6 µM; 0.03% of 160,000 active; AID 1533; in the data active = inhibition mostly above about 34%, no sharp cut-off; note: some results filed as inactive read as strong as hits
Target sequence (P9WH09 whole entry, looked up): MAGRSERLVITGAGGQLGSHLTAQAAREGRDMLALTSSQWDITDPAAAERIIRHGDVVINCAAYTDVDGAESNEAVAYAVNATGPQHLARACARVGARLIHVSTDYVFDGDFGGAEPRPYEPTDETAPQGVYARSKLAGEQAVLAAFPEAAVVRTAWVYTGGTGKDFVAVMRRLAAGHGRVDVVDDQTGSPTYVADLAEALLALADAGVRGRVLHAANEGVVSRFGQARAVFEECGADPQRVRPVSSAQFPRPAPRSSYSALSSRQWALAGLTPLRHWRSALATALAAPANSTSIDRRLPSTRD
Target sequence (P9WH11 whole entry, looked up): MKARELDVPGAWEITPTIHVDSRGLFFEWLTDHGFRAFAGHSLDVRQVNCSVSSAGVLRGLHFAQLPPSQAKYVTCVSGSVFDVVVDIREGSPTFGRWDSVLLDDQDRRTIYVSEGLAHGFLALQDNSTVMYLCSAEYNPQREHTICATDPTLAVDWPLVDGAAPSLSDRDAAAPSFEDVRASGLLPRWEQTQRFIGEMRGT
M. tuberculosis GlmU: inhibition of mycobacterial GlmU enzyme – biochemical, glucosamine-1-phosphate acetyltransferase (AID 1376). M. tuberculosis GlmU acetyltransferase enzyme assay; higher % means a stronger effect. one-dose inhibition, %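 (tested at 30 µM in the primary screen)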; IC50 in µM for titrated hits. 0.25% of 220,000 active; in the data active = inhibition above about 13%;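 note: 0% = complete reaction with vehicle and 100% = reaction without substrate; strong numbers were not always called active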
An asterisk follows results filed as active; . = not tested or not shown.

compound	Mtb RmlCD inh	M. tuberculosis GlmU
CCOC(=O)C1=NN(C(=O)COc2ccccc2)C(O)(c2ccc(Cl)cc2)C1 (stereo unspecified)	4.2	2.5%
O=C(NCc1cccnc1)c1sc2ccccc2c1Cl	-8.4	4.8%
CCc1ccc(C(=O)COC(=O)CNC(=O)CNC(=O)Cc2ccccc2)cc1	-10.4	0.4%
CSc1ccc(CN(C)Cc2nc3cc(C(F)(F)F)ccc3c(=O)[nH]2)cc1	-5.9	-3.1%
Cc1nn(C(C)C(=O)NCC2CCCO2)c(C)c1[N+](=O)[O-] (stereo unspecified)	0.8	2.3%
CC(=O)Nc1ccc(CN2CCN(CC=C(C)C)C(CCO)C2)cc1 (stereo unspecified)	-6.8	6.5%
O=C1NC(=S)N(c2cccc(Cl)c2)C12CCCCC2	-29.5	4.1%
COc1cc(/C=C/c2nc(-c3ccccc3O)n[nH]2)cc(OC)c1OC	-8.2	-0.6%
CN(Cc1cnn(C)c1)C(=O)c1ccc(OC2CCN(CCc3ccccc3)CC2)cc1	-6.8	6.7%
COc1ccccc1N1CCN(C(c2cccs2)C(C)NS(=O)(=O)c2ccccc2)CC1 (stereo unspecified)	11.2	-4.6%
COCCC(=O)NC12CC3CC(CC(C3)C1)C2	.	2.9%
Cn1c(=O)c2c(nc(SCC(=O)c3cccs3)n2Cc2ccc(F)cc2)n(C)c1=O	-1.2	-1.0%
O=c1[nH]c(=O)n(-c2ccccc2)c(O)c1N=Nc1ccc(Br)cc1	-5.5	3.2%
Cc1ccc(NC(=S)NCC(C)CSc2ccc(Cl)cc2)cc1 (stereo unspecified)	.	-4.8%
CC12CCC(C(=O)Nc3ccccc3Br)(C/C1=N\O)C2(C)C (stereo unspecified)	81.4	1.5%
C=CCNc1nc(N2CCCC2)nc2ccccc12	-13.5	.
C/C=C/C(=O)N1c2ccccc2C(C)=CC1(C)C	-16.0	-7.3%
NNC(=O)Cn1c(-c2nonc2N)nc2ccccc21	4.0	4.8%
Nc1ccc(C(=O)OCCCc2nc3cc4ccccc4cc3[nH]2)cc1	.	-0.3%
CC(C)=C1C(=O)NN(c2ccc(F)c(Cl)c2)C1=O	1.4	-1.7%

Some of the entries above in another layout:
Cn1c(=O)c2c(nc(SCC(=O)c3cccs3)n2Cc2ccc(F)cc2)n(C)c1=O
  Mtb RmlCD inh: -1.2	M. tuberculosis GlmU: -1.0%
O=c1[nH]c(=O)n(-c2ccccc2)c(O)c1N=Nc1ccc(Br)cc1
  Mtb RmlCD inh: -5.5	M. tuberculosis GlmU: 3.2%

More entries
compound	Mtb RmlCD inh	M. tuberculosis GlmU
CCC1=NN(C(=O)C(=O)NCCc2ccccc2)C(O)(C(F)(F)F)C1 (stereo unspecified)	.	-5.5%
COc1ccc(-c2noc(C3CCCN(C(=O)CCc4ccccc4)C3)n2)cc1 (stereo unspecified)	6.5	2.3%
CCOC(=O)c1c[nH][nH]c1=O	-9.7	-4.2%
CC(=O)c1c(C)nc(-c2ccc(OCC(=O)Nc3ccc(F)cc3)cc2)n1O	2.6	3.5%
CCCc1nc(SCC(=O)Nc2nnc(SCC)s2)c2c(=O)n(C)c(=O)n(C)c2n1	.	-3.6%
CC1CN(C(=O)c2ccc(COCC(F)(F)F)o2)CC(C)O1 (stereo unspecified)	4.6	2.2%
Cc1[nH]c2ccccc2c1C(=O)COC(=O)c1ccc([N+](=O)[O-])s1	20.6	-6.1%
Cc1ccc(NC(=O)CSc2nnc(CNC(=O)c3cccs3)o2)c(C)c1	3.0	-1.2%
O=C(Cc1ccc(Br)cc1)Nc1ccccc1Sc1ccccc1	10.5	2.6%
O=C(CNC(=O)c1cccs1)NCCN1CCC(Cc2ccccc2)CC1	2.4	-2.5%
O=C(NCC1CCCO1)c1ccc2c(=O)n(CC3CCCO3)c(=S)[nH]c2c1 (stereo unspecified)	8.0	-2.8%
Cc1ccc(C2CC(=O)C(C=NCCN3CCN(C(=O)Cc4ccccc4)CC3)=C(O)C2)cc1 (stereo unspecified)	85.3	0.5%
O=C(COC(=O)CN=C1NS(=O)(=O)c2ccccc21)Nc1ccccc1OC(F)F	-21.4	-4.6%
O=C(Nc1nccs1)C1CC(=O)N(c2ccccc2Cl)C1 (stereo unspecified)	.	6.9%
COC(=O)c1sccc1NC(=S)Nc1ccc(F)cc1	-11.4	2.9%
C=CCc1cc(Cl)ccc1OCCN(C)C	.	-1.4%
CCCCNC(=O)Cn1c2c(c(-c3ccccc3Cl)cc1=O)CCC2	.	-5.0%
CC(C)C(C)NC(=O)CSc1nnc(-c2c[nH]c3ccccc23)o1 (stereo unspecified)	-4.2	-1.9%
O=C(CCn1nc(-c2ccc(Cl)cc2)ccc1=O)N1CCC2(CC1)OCCO2	-0.2	-0.5%
CC(C)n1c(SCC(=O)Nc2ccccc2)nc2c1c(=O)[nH]c(=O)n2C	-41.1	4.0%
CCOC(=O)CC(=O)CSc1ccc2nnc(-c3cccc(F)c3)n2n1	.	2.1%
Cn1c(=O)[nH]c(=O)c2c1nc(SCCN1CCCCC1)n2CCCc1ccccc1	-56.5	3.5%
CC1CCCCN1C(=O)c1ccc(S(=O)(=O)N2CCCCC2C)cc1 (stereo unspecified)	-2.3	3.0%
CN(C)C(=O)N1CCC(C(=O)N2CCCC(C(=O)c3cccc4ccccc34)C2)CC1 (stereo unspecified)	-6.4	-4.3%
CCn1c2ccccc2c2cc(NC(=O)COC(=O)c3ccccc3Br)ccc21	2.3	1.7%
Nc1nnc(-c2cccc([N+](=O)[O-])c2)s1	3.8	-4.6%
CCCC1OC23CCCCC2C(C#N)(C(=N)O3)C1(C#N)C#N (stereo unspecified)	-3.0	0.0%
C[C@H]([C@@H](N)C(=O)N[C@@H](C(=O)O)[C@@H]1O[C@H](n2ccc(=O)[nH]c2=O)[C@@H](O)[C@H]1O)[C@@H](O)c1ccc(O)cn1	.	-1.1%
Cc1onc(-c2ccccc2)c1C(=O)NC(=S)Nc1sc2c(c1C#N)CCCC2	-5.6	1.9%
O=c1oc2ccccc2c(N2CCCC2)c1[N+](=O)[O-]	5.8	-1.8%

Molecules listed so far with a nitro group on carbon (4):
compound	Mtb RmlCD inh	M. tuberculosis GlmU
Cc1nn(C(C)C(=O)NCC2CCCO2)c(C)c1[N+](=O)[O-] (stereo unspecified)	0.8	2.3%
Cc1[nH]c2ccccc2c1C(=O)COC(=O)c1ccc([N+](=O)[O-])s1	20.6	-6.1%
Nc1nnc(-c2cccc([N+](=O)[O-])c2)s1	3.8	-4.6%
O=c1oc2ccccc2c(N2CCCC2)c1[N+](=O)[O-]	5.8	-1.8%

Other records
compound	Mtb RmlCD inh	M. tuberculosis GlmU
CCC(CC)NC(=O)c1cc(OC)c(OC)c(OC)c1	23.2	2.6%
Cc1c(S(=O)(=O)NCc2ccccc2)c(=O)n(C)c(=O)n1C	4.5	0.7%
CCOc1cc(/C=N/NC(=O)COc2ccccc2C)ccc1OC(=O)c1cccs1	5.5	-11.3%
CCN1C(=O)C2(C(C(=O)c3cc4ccccc4o3)=C(O)C(=O)N2CCCN(C)C)c2ccccc21 (stereo unspecified)	0.7	4.0%
c1cc(CNC2C3CC4CC(C3)CC2C4)ccn1 (stereo unspecified)	-6.5	0.9%
CN(C)C(CNC(=O)c1ccc2ccccc2c1)c1ccco1 (stereo unspecified)	8.1	-4.8%
CC(=O)Nc1nnc(-c2ccc(Cl)s2)o1	3.8	0.3%
O=C(Nc1cccc2ccccc12)N1CCN(Cc2ccc3c(c2)OCO3)CC1	.	4.1%
CCOc1ccccc1NC(=O)CSc1nnc(-c2ccco2)o1	.	9.4%
Cc1ccc(C(=O)c2cc3c(cc2[N+](=O)[O-])OCCO3)cc1	-3.3	3.2%
S=C(Cc1cccnc1)N1CCOCC1	8.8	-1.6%
O=C(Nc1cc(=O)c2ccccc2o1)N1CCCCC1	-2.8	-2.8%
CC1CN(C(=O)N(C)C)CCN1C(=O)N(C)C (stereo unspecified)	10.1	4.4%
CCOC(=O)c1cnc(SC)nc1Nc1cccc(F)c1	.	-1.1%
CC1Cc2ccccc2N1C(=O)CSc1nnc(CNc2ccccc2)o1 (stereo unspecified)	14.0	-6.3%
O=[N+]([O-])c1cnc(N2CCCCC2)c([N+](=O)[O-])c1	.	3.9%
COc1ccc(NC(=O)CSc2nnc(Cc3cccn3C)n2-c2ccc(C)cc2)cc1OC	1.5	0.7%
CCOC(=O)CSc1nc2ccccc2c(=O)n1CCCCCC(=O)NCc1ccco1	.	3.9%
COc1ccc(Nc2ccc(N3C(=O)CCCC3=O)cc2[N+](=O)[O-])c(OC)c1	-8.3	1.4%
COC(=O)c1c(N2C(=O)[C@H]3[C@@H](C2=O)[C@]2(C(=O)Nc4c(C)cc(C)cc42)N2CCC[C@@H]32)sc(C)c1C	-9.6	2.9%
Cc1nn(C)cc1NC(=O)Cn1nc(C(F)(F)F)cc1C1CC1	7.8	9.3%
Cn1ncc(N2CCN(C(=O)c3ccc(Cl)cc3)CC2)c(Cl)c1=O	0.6	2.7%
Cc1cccc(NC(=O)CCC(=O)OCC(=O)c2ccc(Oc3ccc([N+](=O)[O-])cc3)cc2)c1	.	-3.5%
COC(=O)c1ccc(Cn2nc(C)c(Cl)c2C)o1	.	1.2%
COc1ccc(Cn2c(SCC(=O)NCc3ccco3)nc3ccsc3c2=O)cc1	18.3	3.5%
CCCSc1nnc(-c2cnn(-c3ccccc3)c2-n2cccc2)n1C	.	0.2%
COc1cc(C2SCC(=O)N2c2nnc(C34CC5CC(CC(C5)C3)C4)s2)cc(OC)c1OC (stereo unspecified)	-0.9	-2.2%
Cc1ccc(S(=O)(=O)N2CCC(NC(=O)c3cccc(C)c3)CC2)cc1	-9.4	-4.7%
O=C(Cc1cccc2ccccc12)NCCC1=CCCCC1	-11.9	5.7%
COc1ccc(CCNCC(O)Cn2c3ccccc3c3ccccc32)cc1OC (stereo unspecified)	47.3	-8.1%
O=C(N/N=C/c1ccc(Cl)cc1Cl)C1CCN(c2ncc(C(F)(F)F)cc2Cl)CC1	11.0	4.7%
COc1ccc(Nc2cccccc2=O)cc1	.	-5.6%
Cc1cccc2cc(C(c3nnnn3CC3CCCO3)N3CCOCC3)c(=O)[nH]c12 (stereo unspecified)	11.5	2.2%
Fc1ccc(CN2CCCCCCC2)cc1	-10.0	-0.1%
CCCSc1nnc(Cc2cc(=O)[nH]c(=O)[nH]2)n1-c1cc(C)ccc1C	.	5.1%
Oc1oc(-c2ccco2)nc1C=Nc1cccc(Cl)c1	8.3	4.8%
S=C(NCCc1ccccn1)Nc1ccccc1	-1.1	-7.2%
CCOC(=O)CSc1nncc2ccc(OC)c(OC)c12	.	4.0%
Cc1sc(NC(=S)NC(=O)c2ccccc2)c(C#N)c1C	.	2.5%
O=c1[nH]c(=S)[nH]c(O)c1N=Nc1ccc(S(=O)(=O)N2CCOCC2)cc1	-5.4	7.2%
O=C1c2ccccc2C2=Nc3ccccc3SC(c3ccccc3F)C12 (stereo unspecified)	-7.2	2.1%
CCCCOC(=O)Nc1nccs1	-8.0	-4.1%
Cc1ccc(O)c(CNn2cnnc2)c1	.	-6.4%
CCOC(=O)Cc1c(C)nc2c(C#N)c[nH]n2c1=O	2.0	-1.0%
Cn1cc(Br)c(-c2cccc(NC(=O)CCCC(=O)O)c2)n1	.	0.9%
Nc1cc(=O)[nH]c(=O)n1-c1ccc(Cl)cc1	1.4	-0.8%
O=C1C2CC=C(Cl)CC2C(=O)N1CCc1c[nH]c2ccccc12 (stereo unspecified)	31.5	4.2%
Cn1ccnc1SCC(=O)c1c[nH]c2ccccc12	-12.4	5.2%
CCN(CC)N=Nc1[nH]nc2nc(C)cc(C)c12	7.4	2.9%
Cc1[nH]c2ccccc2c1C(=O)CSC(=S)N1CCOCC1	-7.9	2.0%

More records
compound	Mtb RmlCD inh	M. tuberculosis GlmU
Cc1nc(=O)c(-c2ccccc2)c(C)n1-c1ccc(O)cc1	11.8	0.7%
Cc1cc(/C=N/O)c(C)n1-c1cccc(Cl)c1	.	-4.2%
O=C1C=C(NCc2ccc(Cl)cc2)CCC1	20.9	-2.1%
CCOC(=O)c1c(C)c(C(=O)N2CCN(C(=O)c3ccco3)CC2)c(C)n1C	9.0	-1.7%
Cc1cccc(/C(N)=N/OC(=O)c2ccco2)c1	.	0.1%
S=C(NCc1ccccn1)Nc1ccc(Cl)cc1	-6.9	3.2%
CC(C)CNC(=O)c1cccc(C(=O)NCC(C)C)c1	.	2.3%
Cc1n[nH]c(C)c1CCC(=O)N/N=C/C=C/c1ccccc1	7.1	-1.9%
Nc1c(C(=O)N2CCOCC2)sc2nc3c(cc12)CCC3	-1.7	5.3%
Cc1noc(C)c1S(=O)(=O)N1CCC(C(=O)NCCCN2CC(C)CC(C)C2)CC1 (stereo unspecified)	-0.6	-4.3%
C=CCn1c(SCCC#N)nnc1-c1ccncc1	-2.2	-5.2%
c1ccc(N2CCN(c3cnccn3)CC2)nc1	.	2.5%
COc1ccc(C2SCC(=O)N2c2c(C)n(C)n(-c3ccccc3)c2=O)c(OC)c1 (stereo unspecified)	-9.8	-0.9%
Nc1cc(=O)[nH]c(SCC(=O)NCC2CCCO2)n1 (stereo unspecified)	13.1	1.6%
Cc1c(NC(=S)NCc2ccc(F)cc2)cccc1[N+](=O)[O-]	.	-1.4%
CCCC(C)NC(=O)CSc1nc(-c2ccccc2)cn1N (stereo unspecified)	6.3	4.3%
CCCCNC(=O)CS(=O)Cc1nc(-c2cccc(C)c2)oc1C (stereo unspecified)	5.0	0.3%

These rows are one share of the data, so the mix of outcomes need not match the whole.
